CendR NRP1 mod: modulators of CendR peptide binding to NRP-1, primary screen, biochemical, fluorescence polarization, uHTS; FAM-RPARPAR peptide binding to NRP-1; 360,000 compounds, 0.85% hits; inhibition, % at 25 µM; Neuropilin-1 (Homo sapiens), O14786;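 active = inhibition or corrected inhibition above about 18%, plus a signal ratio from 0.5 to 1.5, limit read from the data, passing the limit was not always enough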; note: strong numbers were not always called active
MsrA inh: bovine MsrA enzyme inhibitors, primary screen, biochemical, absorbance, HTS; Methionine sulfoxide reductase A (Bos taurus); purified bovine MsrA, absorbance read-out; inhibition, % at 15.5 µM; 360,000 compounds, 0.75% hits; AID 651718, 2012; in the data active = inhibition above about 4.5%;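 note: 0% = vehicle wells with enzyme and 100% = reference inhibitor wells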
LMPTP block: LMPTP phosphatase inhibitors, primary screen, biochemical, fluorescence intensity, uHTS; recombinant LMPTP-A, OMFP fluorogenic substrate; inhibition, % at 20 µM; 360,000 compounds, 0.22% hits;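 active = compounds that cut the enzyme signal by at least half of the control window in the single-dose screen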;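 note: plate controls were DMSO wells with enzyme plus substrate for no effect and substrate without enzyme for full effect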
Target sequence (P24666 whole entry, looked up): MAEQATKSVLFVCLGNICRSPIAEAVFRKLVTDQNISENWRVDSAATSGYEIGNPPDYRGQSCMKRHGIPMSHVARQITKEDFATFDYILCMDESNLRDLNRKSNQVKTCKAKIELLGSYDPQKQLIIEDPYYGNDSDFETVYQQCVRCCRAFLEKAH
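Buffer or medium: Bis-Tris pH 6.0, DTT, detergent; Assay system: LMPTP-A enzyme; Quantity: 0.625 nM enzyme; Detection: endpoint fluorescence intensity; Times: 50 min dark incubation at room temperature; Controls: substrate-only low control, DMSO enzyme-plus-substrate high control; Doses: single 20 µM dose; Read-out: percent inhibition versus substrate-only and uninhibited controls; Reagent: 400 µM OMFP.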
bovine MsrA act: bovine MsrA enzyme activators, primary screen, biochemical, absorbance, HTS | Methionine sulfoxide reductase A (Bos taurus) | purified bovine MsrA, absorbance read-out | activation, % at 10.6 µM | 360,000 compounds, 0.3% hits; in the data active = activation above about 7.5%;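 note: 0% = vehicle and 100% = reference activator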
STEP inh: STEP phosphatase inhibitors, primary screen, biochemical, fluorescence intensity, uHTS | AID 588621, 2011 | recombinant STEP, OMFP fluorogenic substrate | Tyrosine-protein phosphatase non-receptor type 5 (Homo sapiens), P54829 | 360,000 compounds, 0.25% hits | inhibition, % at 20 µM;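 active = inhibition at 20 µM, scaled per plate between control wells, above about 37%, limit read from the data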;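 note: 0% = DMSO with enzyme and substrate and 100% = substrate only without enzyme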
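medium = Bis-Tris buffer pH 6.0, 2.5 mM DTT, 0.005% Tween 20 | test system = STEP (striatal-enriched tyrosine phosphatase) enzyme, cell-free | measure = normalized % inhibition | compound dosing = 20 µM, 1% DMSO | also added = 25 µM OMFP | schedule = reaction 20 min, ambient temperature | measured by = fluorescence read at 480 nm ex / 540 nm em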
E coli Lon inh: inhibitors of E. coli Lon protease, primary screen, biochemical, fluorescence polarization; purified E. coli Lon protease; inhibition, % at 7.94 µM; 360,000 compounds, 0.42% hits; in the data active = inhibition above about 13%, passing the limit was not always enough;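 note: 0% = enzyme with probe and DMSO and 100% = no enzyme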
Target sequence (P0A9M0 whole entry, looked up): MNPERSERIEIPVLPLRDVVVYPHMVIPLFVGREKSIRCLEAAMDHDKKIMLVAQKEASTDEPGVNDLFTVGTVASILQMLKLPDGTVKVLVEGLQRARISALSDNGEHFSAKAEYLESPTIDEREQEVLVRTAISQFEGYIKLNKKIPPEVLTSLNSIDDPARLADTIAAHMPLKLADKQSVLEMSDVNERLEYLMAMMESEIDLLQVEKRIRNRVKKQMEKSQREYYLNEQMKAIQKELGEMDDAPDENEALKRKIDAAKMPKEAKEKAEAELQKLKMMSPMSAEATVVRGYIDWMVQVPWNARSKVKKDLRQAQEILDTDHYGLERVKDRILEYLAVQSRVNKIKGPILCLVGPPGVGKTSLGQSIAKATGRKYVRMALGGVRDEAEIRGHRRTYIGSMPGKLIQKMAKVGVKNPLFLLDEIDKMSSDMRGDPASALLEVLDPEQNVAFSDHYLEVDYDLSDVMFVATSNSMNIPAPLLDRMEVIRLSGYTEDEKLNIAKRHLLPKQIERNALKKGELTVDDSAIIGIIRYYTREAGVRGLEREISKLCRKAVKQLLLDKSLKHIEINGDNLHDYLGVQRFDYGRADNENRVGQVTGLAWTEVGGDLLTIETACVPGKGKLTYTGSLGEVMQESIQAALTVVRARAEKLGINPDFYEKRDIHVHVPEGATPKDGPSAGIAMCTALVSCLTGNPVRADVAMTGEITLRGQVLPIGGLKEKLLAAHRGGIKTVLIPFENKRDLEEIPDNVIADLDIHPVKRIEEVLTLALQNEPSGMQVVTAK
Tb MetRS inh: T. brucei MetRS inhibitors, primary screen, biochemical, luminescence; methionyl-tRNA synthetase (Trypanosoma brucei brucei); purified T. brucei MetRS, ATP depletion, Kinase-Glo luminescence; inhibition, % at 11.9 µM; 360,000 compounds, 0.4% hits;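 active = inhibition above a per-plate cutoff of the control wells' mean inhibition plus 3 SD, cut at about 5.5% in these data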;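 note: 0% = DMSO wells median and 100% = median of wells with control inhibitor compound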
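assay system = parasite MetRS enzyme | timing = 15 min preincubation, 2 h reaction, all 25 °C | evaluation = percent inhibition relative to median high and low control wells | medium = HEPES buffer containing pyrophosphatase, BSA, spermine, DTT | compound = single dose, 11.9 µM final nominal, 0.9% final DMSO | detection = Kinase-Glo luminescence, ATP depletion format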
SUMO1 PPI mod: modulators of SUMO1 protein-protein interactions, primary screen, biochemical, uHTS. Small ubiquitin-related modifier 1 (Homo sapiens), P63165. SUMO1 binding to a labelled peptide, TR-FRET, 1 h. inhibition, % at 20 µM. 360,000 compounds, 0.33% hits; in the data active = inhibition above about 37%
Target sequence (P63165 whole entry, looked up): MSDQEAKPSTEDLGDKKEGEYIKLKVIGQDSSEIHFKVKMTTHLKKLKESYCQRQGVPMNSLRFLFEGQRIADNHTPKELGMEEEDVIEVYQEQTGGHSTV
DNMT1 block: human DNMT1 methyltransferase inhibitors, primary screen, biochemical, molecular beacon, fluorescence, HinP1I cleavage, uHTS; DNA (cytosine-5)-methyltransferase 1 (Homo sapiens), P26358; inhibition (reported as % activation of signal), % at 10 µM; 360,000 compounds, 0.83% hits; AID 588458, 2011; in the data active = inhibition above about 50%
Scp1 inh: Scp-1 phosphatase inhibitors, primary screen, biochemical, colorimetric, uHTS; Carboxy-terminal domain RNA polymerase II polypeptide A small phosphatase 1 (Homo …; 340,000 compounds, 0.88% hits; Recombinant Scp1, phosphopeptide, malachite green phosphate absorbance; inhibition, % at 20 µM;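 active = inhibition above about 50% at 20 µM, limit read from the data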;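 note: plate controls were DMSO wells with enzyme for no effect and wells lacking enzyme for full effect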
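Test system: SCP-1 catalytic domain; Buffer or medium: Acidic Tris acetate buffer with magnesium and detergent; Also added: Phosphorylated 17-residue peptide substrate; Compound: single 20 µM dose, 1% DMSO; Schedule: enzyme reaction 45 min at room temperature, colour 5 min, stabilisation 30 min; Signal: Phosphate-binding colour reagent, absorbance read at 630 nm.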
* hit, by the source's call; nt = no result given.

SMILES	CendR NRP1 mod	MsrA inh	LMPTP block	bovine MsrA act	STEP inh	E coli Lon inh	Tb MetRS inh	SUMO1 PPI mod	DNMT1 block	Scp1 inh
Cc1ccc(NC(=O)CN2C(=O)C3CC=C(Cl)CC3C2=O)cc1 (stereo not drawn)	3	-1.6	-0.8	-4	-3	-1	0.1	1	-1	1
CC(CC(=O)NCc1ccccc1)C1CCCO1 (stereo not drawn)	-4	0.6	-0.1	0	-2	-8	0.5	0	1	-3
CSCCC(NC(=O)c1ccccc1Cl)C(=O)N1CC(C)OC(C)C1 (stereo not drawn)	8	0.0	1.3	-2	0	-7	-0.1	6	-4	-2
COc1ccc(C(=O)C[C@@H]2OC3CCCCC3N2S(=O)(=O)c2ccc(C)cc2)cc1OC (stereo partly drawn)	11	0.3	2.1	nt	nt	nt	0.2	-9	nt	nt
CC(=O)Nc1ccc(S(=O)(=O)Nc2ccc(NC(=O)c3ccco3)cc2)cc1	13	-1.1	-0.6	-17	-4	-14	-1.6	1	6	-4
C#CCOCCOCCOCCNc1nc(N2CCN(C(=O)Cn3cc(CCCCN)nn3)CC2)nc(N2CCN(C(=O)[C@H]([C@@H](C)CC)n3cc(CCCN=C(N)N)nn3)CC2)n1	14	-1.7	10	-2	1	12	-0.1	-20	-14	-6
CCC1(c2ccccc2)NC(=O)N(CC(=O)Nc2ccc3c(c2)OCO3)C1=O (stereo not drawn)	14	nt	0.4	1	1	-7	-0.1	2	-4	-2
O=C1C(C=Nc2ccccc2)=C(O)c2ccccc21	15	2.9	-1.9	-6	0	0	0.0	-19	-3	-2
N#Cc1cccc(C2CC(OCCF)=CC(=O)O2)c1 (stereo not drawn)	4	1.2	-1.3	nt	nt	nt	-0.2	3	nt	nt
CN1CCN(c2ccccc2NC(=O)c2ccc(-c3ccc(Br)cc3)o2)CC1	11	nt	3.4	-3	2	-1	-0.3	-1	-14	-6
COc1ccccc1N1CCN(C2CC(=O)N(c3ccc(F)cc3)C2=O)CC1 (stereo not drawn)	3	-1.2	-1.1	-1	1	-2	-0.2	-1	3	-5
COc1ccc(S(=O)(=O)N(CC(=O)Nc2ccc(S(=O)(=O)N3CCOCC3)cc2)c2ccccc2)cc1	-6	0.0	0.6	-7	-3	5	0.0	6	-11	-7
CCCC[C@@H]1CCCO[C@@](C(=O)NCc2cc(C)n(C)n2)(C(F)(F)F)C1	5	-1.3	-0.5	-8	-4	0	-0.1	3	3	-4
CC(C)C[C@H](NC(=O)c1cc2cc(Cl)ccc2n1C)C(=O)N1CCC[C@H]1C(=O)O	3	0.6	-1.1	-3	-2	-9	-0.3	2	0	-1
O=C(c1ccccc1)c1nc2ccccc2n(CCCn2c(=O)c(C(=O)c3ccccc3)nc3ccccc32)c1=O	-7	1.8	2.2	-15	3	-1	-1.5	7	-4	-6
Cn1c(SCC(=O)NC2CC2)nnc1-c1ccccc1	5	-0.6	-0.8	-3	-2	-7	-0.1	1	2	-13
COc1ccc(S(=O)(=O)N[C@H](C(=O)N2CC[C@@]3(O)CCCC[C@H]3C2)c2ccccc2)cc1	4	-0.4	-0.5	-11	3	-5	-1.4	-1	2	-4
COc1ccc(-c2c(C)nn3c(N4CCN(Cc5ccccc5)CC4)cc(C)nc23)cc1OC	-2	-0.4	1.1	8.3*	1	-9	0.3	5	-16	-10
CC(C)=CCOc1ccc([C@@H]2COc3c(ccc4c3C=CC(C)(C)O4)C2)c(O)c1	4	2.3	2.5	-5	-6	3	0.0	4	-16	-9
CCOC(=O)C1=C(C)NC(=S)NC1C (stereo not drawn)	0	2.3	-2.0	-3	-2	-7	0.1	1	2	-1
COCc1[nH]nc2c1C(c1cccc(OC)c1)C(C#N)=C(N)O2 (stereo not drawn)	6	-0.3	-0.7	-1	-4	10	-0.6	3	-2	-2
CN(C)c1nc(C(F)(F)F)cc(=O)[nH]1	-1	-0.1	-0.1	-11	-2	-6	-1.2	6	-1	-8
Cc1ccc(C2(CC(=O)O)CCOC(C)(C)C2)cc1 (stereo not drawn)	6	1.1	-0.3	-3	-3	-1	-0.2	0	1	3
C=CC[C@@H](Cc1ccc(F)cc1)C(=O)OC[C@@H]1CCCN1C(=O)[C@H](CC=C)CC(=O)N[C@H](CO)Cc1ccccc1	1	0.0	0.8	2	0	5	-0.5	4	-1	0
Fc1ccc(NCc2nnc(SCc3nnc(-c4ccccc4)o3)n2Cc2ccccc2)cc1	-2	0.2	0.4	-2	1	-3	-0.8	-1	-3	3

New compounds follow
SMILES	CendR NRP1 mod	MsrA inh	LMPTP block	bovine MsrA act	STEP inh	E coli Lon inh	Tb MetRS inh	SUMO1 PPI mod	DNMT1 block	Scp1 inh
Cc1cc(C)c(S(=O)(=O)c2ccccc2)c(OC(=O)c2cc(F)c(F)cc2Cl)n1	-30	2.0	-1.0	-6	-1	-5	-1.5	1	9	-6
Cc1ccc(S(=O)(=O)N(C)c2ccc(OC(=O)c3cccs3)cc2)cc1	8	-0.1	3.5	-2	4	-6	-0.1	5	-1	-24
Cc1cc(C)c(NC(=O)CCCN2CCCC2)c(C)c1	18	-0.6	-1.5	-2	0	-6	-0.7	1	3	-12
CC(C)CC(c1nnnn1C1CCCCC1)N1CCN(c2ncccn2)CC1 (stereo not drawn)	15	0.6	-1.1	2	-1	0	-0.7	-7	0	-3
CCC(Sc1nc2ncccc2[nH]1)C(=O)NCCc1ccccc1 (stereo not drawn)	-3	-0.5	-1.4	-2	11	-6	3.0	-1	3	-1
O=[N+]([O-])c1ccc(N2CCCCC2)nc1N1CCCCC1	-3	0.3	2.2	-3	5	0	-0.1	-35	1	7
Cc1onc(C(=O)N2CCC(Cc3ccccc3)CC2)c1[N+](=O)[O-]	-4	0.5	-1.0	0	-2	-8	-0.3	-8	0	-7
Cc1ccc(C(=O)N/C(=C\c2ccco2)C(=O)NCCCn2ccnc2)cc1C	-9	0.8	-2.9	-1	-4	-1	-0.5	-3	0	-9
COc1ccc(Cc2c(C(C)(C)C)nc3c(C)cc(Br)cn23)c(C)c1	4	0.7	-1.1	-6	0	5	-1.5	-3	9	nt
CCOc1ncccc1C(=O)OCC(=O)Nc1ccc(C(C)C)cc1	0	1.6	1.2	0	-1	9	-0.6	-4	1	-8
CCCCn1c(N)c(N(CC(C)C)C(=O)c2ccc([N+](=O)[O-])o2)c(=O)[nH]c1=O	-2	0.7	-1.1	-1	-3	-9	-0.2	-30	1	-8
Cc1cc(NC(=O)CSc2nc3c([nH]c4ccccc43)c(=O)n2-c2cccc(C(F)(F)F)c2)no1	9	nt	-1.3	1	2	4	0.0	-4	3	14
Cc1ccnc(NS(=O)(=O)c2ccc(NC(=O)c3oc4ccc(F)cc4c3C)cc2)n1	3	-0.6	1.3	-5	-1	1	-0.3	-6	1	-13
O=C(Cn1c(C(F)(F)F)nc2ccccc21)NCCN1CCCC1	14	0.6	-3.2	0	-2	8	0.7	-2	-1	-4
O=S(=O)(c1cccc2nsnc12)N1CCN(C/C=C\c2ccccc2)CC1	6	0.2	-0.1	-2	-1	2	0.4	-27	1	0
O=C(CNCc1ccccc1)Nc1cccc(Cl)c1Cl	5	0.1	-2.1	-10	-1	3	-0.8	0	-1	16
Cc1cccc(OCC(=O)Nc2cccc(O)c2)c1	-4	-0.3	-0.5	1	-3	3	-0.2	3	-9	-3
CC(C)C(=O)OCC(=O)Nc1ccc2c(c1)CCC2	7	-0.1	-0.5	-3	-3	-5	-0.4	1	3	-8
CCn1cc(C=C2C(=O)c3ccccc3C2=O)c2ccccc21	29	-0.2	2.4	-2	-5	-45	0.2	-10	2	-18
COCCN1Cc2cccc(C(=O)Nc3cc(OC)ccc3OC)c2C1=O	-5	-0.8	-0.4	-4	0	-2	0.4	1	-3	0
Cc1ncc(CN2CCN(C(C)C)C(CCO)C2)s1 (stereo not drawn)	-14	2.5	-0.3	-9	-1	-1	-1.8	0	2	1
CCN1CCN(C(=O)c2cc(S(=O)(=O)Nc3ccc(S(C)(=O)=O)cc3)ccc2Cl)CC1	8	0.2	-2.0	-2	-2	7	0.3	1	9	-6
C/C(CCc1ccccc1)=N\NC(=O)c1ccccc1	1	-0.4	-0.7	-2	-3	1	-0.5	-2	3	-3
COC(=O)c1ccc2nc(-c3ccc(OC)c(OC)c3)c(Cc3ccc(C)cc3)n2c1	-3	1.0	2.5	1	4	-6	-0.2	-3	-10	nt
C[C@@H]1[C@H](c2ccccc2)Oc2ccc(Cl)cc2S(=O)(=O)N1CC1CCCN1C(=O)OC(C)(C)C (stereo partly drawn)	0	0.7	0.6	1	1	-6	-0.5	1	-3	-11
Cc1ccc(-c2nc3c(Cl)cc(C(F)(F)F)cn3c2Cc2cccc(F)c2)cc1	-4	-0.3	-0.6	-3	1	0	0.0	3	12	nt
Cc1ccc(CC(=O)N(C)CC(=O)Nc2ccc(N3CCOCC3)cc2)cc1C	-14	0.6	0.2	-5	0	-6	-0.3	-1	-5	-2
C=CCOc1ccc(C2NC(=S)NC3=C2CCc2ccccc23)cc1 (stereo not drawn)	2	-0.5	0.8	-1	0	7	-0.5	-25	-6	-8
CCOc1nc(Nc2ccc(OC)cc2)nc(N2CCOCC2)n1	8	-0.6	-0.5	-1	-3	2	0.5	-4	4	-4

Quoted from the listing for reference:
SMILES	CendR NRP1 mod	MsrA inh	LMPTP block	bovine MsrA act	STEP inh	E coli Lon inh	Tb MetRS inh	SUMO1 PPI mod	DNMT1 block	Scp1 inh
Cc1ccc(S(=O)(=O)N(C)c2ccc(OC(=O)c3cccs3)cc2)cc1	8	-0.1	3.5	-2	4	-6	-0.1	5	-1	-24
Cc1cc(C)c(NC(=O)CCCN2CCCC2)c(C)c1	18	-0.6	-1.5	-2	0	-6	-0.7	1	3	-12
CC(C)CC(c1nnnn1C1CCCCC1)N1CCN(c2ncccn2)CC1 (stereo not drawn)	15	0.6	-1.1	2	-1	0	-0.7	-7	0	-3
CCC(Sc1nc2ncccc2[nH]1)C(=O)NCCc1ccccc1 (stereo not drawn)	-3	-0.5	-1.4	-2	11	-6	3.0	-1	3	-1
O=[N+]([O-])c1ccc(N2CCCCC2)nc1N1CCCCC1	-3	0.3	2.2	-3	5	0	-0.1	-35	1	7
